Autophagy mod: modulators of autophagy; MEF GFP-LC3 puncta imaging; test concentration mostly 10 µM; calls only at 10 µM (by protocol); hit rate 0.98% among 190,000;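 active = percentage of spot-positive cells more than 3 SD above its plate mean, without a fluorescence outlier flag or 80% toxicity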;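 also: spot-positive cell cutoff set from DMSO-treated cells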
P. falciparum M17LAP: P. falciparum M17LAP inhibitors, primary screen, biochemical, fluorogenic H-Leu-NHMec substrate, 1536-well (AID 1619); recombinant M17LAP, H-Leu-NHMec fluorogenic kinetic assay; higher % means a stronger effect; inhibition, % at 30 µM; hits with a dose series show IC50 in µM; hit rate 0.38% among 220,000;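 active = compound inhibiting the enzyme by more than half at any dose during confirmatory dose-response retesting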;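 also: plate controls were full reaction with DMSO carrier for no effect and no enzyme background for full effect; strong numbers were not always called active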
Dynein cargo inh: blocks dynein driven cargo transport along microtubules; 3617.4 mouse cells, GR-EGFP nuclear translocation imaging; test concentration mostly 20 µM; stimulated with dexamethasone, 1 µM; active compounds read low; z-score, hits read low; hit rate 0.47% among 220,000; AID 1381;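 active = plate z-score of nuclear minus cytoplasmic receptor signal below a set negative limit, without overly bright fluorescence or cell loss, cut at about -3.5 in these data, passing the limit was not always enough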;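 also: z-score of nuclear minus cytoplasmic ring GR-EGFP intensity difference per well; some compounds called inactive have numbers as strong as hits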
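Also added: dexamethasone, 1.0 µM final. Medium: tet-free, stripped-serum medium. Detection: fixed, Hoechst-stained cells imaged at 10x for EGFP. Read-out: nuclear-to-cytoplasmic GR-EGFP distribution per well. Times: induction 48 h, compound 1 h, agonist 30 min.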
Insulin prom up: MIN6 insulin promoter up-regulation; hit rate 0.3% among 190,000; MIN6 insulin promoter-GFP reporter, high-content imaging; active compounds read high; z-score at 5 µM;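 active = z-score above 3 at 5 µM with at least 500 cells counted in the well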
P. falciparum M1AAP: P. falciparum M1AAP inhibitors, biochemical, fluorogenic H-Leu-NHMec substrate, 1536-well (AID 1445); one-dose inhibition, % at 30 µM; IC50 in µM for titrated hits; hit rate 0.42% among 220,000; recombinant M1AAP, H-Leu-NHMec fluorogenic kinetic assay; higher % means a stronger effect;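 active = primary inhibition above the hit cutoff, then over 50% inhibition at one or more dose response concentrations, cut at about 23% in these data, passing the limit was not always enough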;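 also: plate controls were DMSO full reaction for no effect and no enzyme background for full effect; strong numbers were not always called active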
MT stabilize HCS: microtubule stabilization, imaging screen; HeLa tubulin immunostaining HCS, 24 h; share of cells brighter than vehicle mean+2SD; % tubulin-high responders, % at 10 µM; hit rate 0.83% among 200,000; AID 2205;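 active = plate Z-score above 3 for both tubulin-high and condensed-nucleus cell shares, with cell loss under 80%, at 10 µM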;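 also: anti alpha tubulin signal scored within the nucleus-defined area of each cell; some results filed as inactive read as strong as hits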
CSM14.1 death rescue: protection against thapsigargin-triggered cell killing – 384-well, CSM14.1, ATP luminescence, primary screen (AID 1222); CSM14.1 thapsigargin-induced death rescue, ATP luminescence; higher % means a stronger effect; one-dose cellular ATP content (survival), % at 20 µM; EC50 in µM for titrated hits; 190,000 tested, under 10 active;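 active = EC50 below 50 µM in the dose-response confirmation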;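 also: death triggered by thapsigargin at about 15 µM added after 2 h compound pretreatment; cell ATP read after overnight thapsigargin exposure of roughly 18 to 22 hours; normalized against plate controls of thapsigargin alone and 5% DMSO vehicle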
b-catenin transl: beta-catenin nuclear translocation modulation; hit rate 0.3% among 190,000; nuclear translocation activity, % at 5 µM; HeLa beta-catenin nuclear translocation, immunofluorescence imaging;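 active = nuclear translocation activity above 50% at 5 µM, with a well cell count of 50 or more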;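 also: per-cell ratio of nuclear to cytoplasmic median beta-catenin stain intensity; plate controls were DMSO negative control for no effect and GSK-3 inhibitor IX positive control for full effect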
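Assay system: human HeLa cells, native beta-catenin; doses: 5 µM primary, 0.02–20 µM confirmation; incubation: compound treatment 24 h, 37°C, 5% CO2; technique: fluorescence imaging of beta-catenin antibody stain plus DAPI; measure: % activation, nuclear-to-cytoplasmic median beta-catenin signal ratio per cell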
K1F lysis inhibition: inhibition of K1F phage lysis, E. coli UTI89, bacterial capsule biogenesis inhibitors, alamar blue (AID 488966); hit rate 0.02% among 340,000; E. coli UTI89 K1F phage lysis, alamar blue, 2 h; higher % means a stronger effect; inhibition, % at 100 µM; hits with a dose series show IC50 in µM;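 active = phage lysis inhibition, versus mean bacterial control, above a set limit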;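 also: capsule biogenesis inhibitors block K1F phage lysis so surviving cells raise fluorescence; higher fluorescence means more inhibition of phage lysis; actives were called in the ten point dose series up to 300 µM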
Dynein cargo inh cytoplasmic EGFP: further read-out of Dynein cargo inh, marked with its call; z-score; measured here: cytoplasmic GR-EGFP intensity; active compounds read high
Dynein cargo inh nuclear GR-EGFP: also measured in Dynein cargo inh; calls as there; z-score; measured here: nuclear GR-EGFP intensity;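 lower value marks the stronger effect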
Dynein cargo inh cell count: second read-out of Dynein cargo inh, no call of its own (marks repeat the call); z-score; measured here: cell count per field
Insulin prom up cell count: second read-out of Insulin prom up, no call of its own (marks repeat the call); cell count; measured here: cytotoxicity, nuclei count;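 total cells summed across four imaged fields per well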
b-catenin transl cell count 5 µM: recorded beside b-catenin transl, whose call it bears; cell count; measured here: cell count, cytotoxicity flag
MT stabilize HCS Hoechst-high %: further read-out of MT stabilize HCS, marked with its call; % Hoechst-high responders; measured here: nuclear condensation Hoechst responders;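 share of cells brighter than vehicle mean plus two SD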
MT stabilize HCS cytotoxicity %: recorded beside MT stabilize HCS, whose call it bears; toxicity, %; measured here: cytotoxicity by cell density;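 0% = mean cell density of plate MIN control wells and 100% = no cells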
Autophagy mod cell loss 18 h: also measured in Autophagy mod; calls as there; toxicity, %; measured here: cell loss, nuclei count;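 cell loss after 18 h compound exposure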
An asterisk follows results filed as active; i = inactive; . = no result given; + = active, no number; [ ] = dose if it differs, or a comment. Random draw from the library; any-hit rate near 2.9%.

SMILES | Autophagy mod | Autophagy mod cell loss 18 h | P. falciparum M17LAP | Dynein cargo inh | Dynein cargo inh cytoplasmic EGFP | Dynein cargo inh nuclear GR-EGFP | Dynein cargo inh cell count | Insulin prom up | Insulin prom up cell count | P. falciparum M1AAP | MT stabilize HCS | MT stabilize HCS Hoechst-high % | MT stabilize HCS cytotoxicity % | CSM14.1 death rescue | b-catenin transl | b-catenin transl cell count 5 µM | K1F lysis inhibition
CCN1C(=O)/C(=C\c2ccncc2)SC1=S | . | . | 22% | 0.65 | -0.19 | 1 | -1.2 | 0.15 | 705 | 9% | . | . | . | . | -0.9 | 1353 | 0.1%
CCN(CC)C(=O)Oc1ccc(Cl)c2ccccc12 | i | 1 | 0% | -1.6 | -0.15 | -0.55 | 1.1 | -0.18 | 1506 | 0% | 3.6 | 2.1 | 9.7 | -0.2% | 5.2 | 1365 | 0.0%
O=C(Nc1ccccc1Cl)c1cc(S(=O)(=O)N2CCCC(C(=O)O)C2)ccc1F (stereo unspecified) | i | -19 | 36% | -0.1 | -0.31 | 0.39 | 0.12 | 2.5 | 1088 | 9% | 3.3 | 3.2 | 6.4 | -2.8% | 0.2 | 895 | 3.7%
Cc1cccn2c(=O)c3cc(C(=O)N4COCC4(C)C)sc3nc12 | i | -6 | -11% | 0.26 | -0.24 | -0.42 | 0.31 | -0.04 | 1613 | 14% | 2.3 | 2.8 | 8.7 | -1.1% | -1.2 | 1085 | 0.1%
O=C(Nc1cccc(S(=O)(=O)N2CCCC2)c1)C1CCCN1C(=O)c1cccs1 (stereo unspecified) | . | . | . | -0.21 | -0.75 | -0.32 | 0.2 | -0.14 | 966 | . | . | . | . | . | 1.4 | 1305 | 0.4%
Cc1ccc(C2CC(=O)Oc3cc(O)ccc32)cc1 (stereo unspecified) | i | 7 | 1% | 0.3 | -0.27 | 0.54 | 0.13 | 0.42 | 1296 | 2% | 3.1 | 1.9 | 1.9 | -4.7% | . | . | 0.3%
Cc1ccc(C(=O)N/C(=C/c2ccco2)C(=O)NCCc2c[nH]c3ccccc23)cc1 | i | -15 | -4% | 0.16 | -0.25 | 0.11 | 1 | 0.91 | 1364 | 6% | 2.8 | 1.5 | 5.2 | -2.8% | -2.2 | 908 | 3.0%
CCc1ccc(OCCOCC(O)CN(CCO)CCO)cc1 (stereo unspecified) | i | 1 | 0% | -0.21 | -0.32 | -0.34 | 0.54 | -0.09 | 1361 | 0% | 2.5 | 4.5 | 6.9 | -2.1% | -0.6 | 953 | 3.5%
COc1ccc(C(=O)OCn2nnc3ccccc3c2=O)cc1[N+](=O)[O-] | i | -5 | 2% | -0.36 | -0.18 | -0.13 | -0.083 | 0.09 | 1113 | 7% | 2.4 | 1.7 | 4.2 | 1.9% | 3.5 | 1069 | -0.8%
COCCCNC(=O)c1ccc(CS(=O)(=O)c2ccc(Br)cc2)o1 | i | 10 | 0% | -0.21 | -0.064 | 0.11 | 0.14 | 0.38 | 890 | 6% | 3.4 | 3.2 | 4.5 | 0.3% | . | . | -0.6%
COc1c(NC(C)=O)c2ccccc2c2ccccc12 | . | . | 0% | -0.51 | -0.06 | -0.21 | 0.63 | -0.27 | 1050 | 7% | . | . | . | . | 2.6 | 1177 | 1.4%[50 µM]
COc1ccc(CN2CCN(C3CCOCC3)CC2CCO)c(C)c1C (stereo unspecified) | i | -22 | -1% | 0.99 | -0.27 | 0.27 | -0.3 | 0.4 | 1453 | -11% | 4.4 | 2.2 | 4.5 | -0.7% | -1.1 | 1085 | 0.0%
COc1ccc2c(c1)C(C)=CC(C)(C)N2C(=O)CN1C(=O)CCC1=O | i | 0 | 19% | 2.2 | -0.16 | 0.97 | -1.2 | . | . | -12% | 3.5 | 1.9 | 4.9 | -0.9% | -1.1 | 1167 | 3.9%[50 µM]
CCCc1cc(=O)[nH]c(SCC(=O)c2cc(C)n(-c3c(C)n(C)n(-c4ccccc4)c3=O)c2C)n1 | i | 25 | 3% | -0.79 | -0.28 | -0.12 | 0.27 | -0.37 | 1263 | 2% | 2.3 | 1.7 | 12 | -1.3% | -2.6 | 1116 | 0.8%
COc1ccc(/C=N/NC(=O)C(=O)N2CCCC2)cc1 | i | -7 | 21% | -0.78 | -0.21 | -1 | 0.98 | 0.08 | 1476 | -4% | 1.2 | 2.8 | 5.7 | 1.4% | 0.4 | 1547 | 1.7%
COc1ccccc1N1CCN(/N=C\c2sccc2C)CC1 | i | 26 | -7% | 1.6 | -0.2 | 1.1 | -1.4 | . | . | -1% | 3.0 | 0.6 | 2.4 | 0.1% | 8.1 | 487 | -0.8%
Cc1cc(NC(=O)CSc2nnc(NC(=O)C3CC(=O)N(c4ccccc4)C3)s2)no1 (stereo unspecified) | i | 8 | 12% | 0.35 | -0.039 | 0.76 | -1.4 | -0.09 | 1296 | 1% | 2.8 | 2.2 | 9.1 | 4.1% | -0.7 | 947 | 2.1%[50 µM]
O=C1C2C3C=CC(C4CC34)C2C(=O)N1/N=C/c1ccc(-c2ccc(Cl)cc2[N+](=O)[O-])o1 (stereo unspecified) | i | -2 | -2% | -1.2 | 0.0095 | -0.57 | 0.82 | -0.24 | 967 | -1% | 3.7 | 1.4 | 3.1 | -0.2% | . | . | 0.4%
OCCn1nc2c3ccccc3nc-2n(-c2ccccc2)c1=S | i | -9 | -3% | -0.85 | -0.22 | -0.5 | 1.1 | -0.23 | 1110 | 9% | 0.8 | 2.0 | 8.5 | 1.3% | -1.2 | 1162 | -0.4%
O=C1OCCC1Sc1nnc(-c2ccccc2)o1 (stereo unspecified) | i | 9 | -1% | 2.8 | -0.022 | 1.5 | -1.8 | 0.01 | 1051 | -2% | 2.8 | 1.3 | 5.2 | -1.3% | -1.6 | 1132 | 0.9%
Cc1cc([N+](=O)[O-])nn1CC(=O)NCc1cccs1 | i | -2 | -6% | -0.86 | -0.25 | -0.35 | -0.15 | 0 | 1485 | 4% | 0.9 | 1.9 | 6.6 | -1.5% | 0.6 | 1338 | 0.3%
COc1ccc(S(=O)(=O)NCC2CCCN(C(=O)c3sccc3C)C2)cc1 (stereo unspecified) | + | 9.7* | 7% | -0.88 | -0.27 | -0.35 | 0.89 | -0.42 | 1405 | -2% | 1.1 | 1.1 | 2.3 | 0.2% | -2.2 | 1045 | 0.8%
CCN(CC)CCNC(=S)Nc1ccc2nc(N3CCCC3)cc(C)c2c1 | i | 18 | -10% | 1.1 | 0.46 | 0.61 | -0.3 | -1.4 | 1147 | 7% | 3.8 | 2.0 | 3.6 | 3.5% | 2.2 | 1159 | 0.1%
CCOc1cc(/C=N/O)cc(Cl)c1OC | i | 2 | -3% | -0.4 | -0.21 | -1 | -0.94 | -1.9 | 1504 | 5% | 2.1 | 1.8 | 4.4 | -0.6% | 0.0 | 1311 | 0.0%
O=C(O)/C=C/c1ccc(-n2ccnc2)cc1 | . | . | -4% | 0.45 | -0.26 | 0.14 | 0.53 | -0.28 | 1082 | -1% | . | . | . | . | 1.5 | 1316 | 0.3%
Cc1cc(OC(=O)c2ccc(S(=O)(=O)N(C)C)cc2)cc(=O)o1 | i | 41 | -4% | 1.3 | -0.22 | 0.88 | -0.58 | . | . | 2% | 6.7 | 1.8 | 21 | -0.3% | -1.7 | 1136 | 2.4%
CCOC(=O)CCC(=O)OCC(=O)NC(C)C1CC2CCC1C2 (stereo unspecified) | i | 9 | 0% | 1.1 | -0.33 | 0.75 | -0.79 | 0.15 | 1270 | 5% | 3.5 | 1.8 | 9.3 | -1.5% | 0.0 | 814 | 0.5%
CN1C(=O)/C(=C2\SC(=S)N(C(CCC(=O)O)C(=O)O)C2=O)c2ccccc21 (stereo unspecified) | i | -5 | 54% | -0.15 | 0.035 | 0.22 | -0.21 | 1.1 | 1926 | 16% | 2.7 | 4.0 | 11 | -0.9% | 0.0 | 1148 | 0.0%
CC1CN(C(=O)CN2C(=O)c3ccccc3C2=O)CC(C)O1 (stereo unspecified) | i | -5 | 1% | 1.9 | 0.073 | 2 | -2.6 | 1 | 877 | 8% | 3.6 | 2.6 | 11 | -2.5% | 1.2 | 1150 | 0.6%
Cc1nc2sccn2c(=O)c1Br | i | 9 | 9% | 3.8 | -0.053 | 2.1 | -1.5 | 0.39 | 1451 | 6% | 5.7 | 2.3 | 7.6 | -2.9% | -1.6 | 1132 | 0.3%
C=CCN1C(=O)CS/C1=N\N=C\c1cccc([N+](=O)[O-])c1 | i | 2 | 1% | -0.31 | -0.34 | -0.14 | 0.62 | -1.3 | 1230 | 8% | 1.9 | 1.4 | 1.9 | 0.8% | -0.1 | 1061 | 0.0%
NC(=O)c1cc2cc(Cl)ccc2oc1=O | i | -17 | -7% | -0.97 | -0.11 | -0.29 | 0.56 | -1 | 1211 | 7% | 2.4 | 2.0 | 6.6 | 9.1% | 2.7 | 1129 | 0.1%
N/C(=N\OC(=O)c1ccc(Cl)cc1)c1ccccn1 | i | 13 | -4% | -0.69 | -0.14 | 0.32 | 0.21 | 0.82 | 1594 | 4% | 2.2 | 1.4 | 2.5 | -3.4% | -2.0 | 1403 | -0.2%

Bioassay records: PubChem, several laboratories
